KCNH2 WT inh = blocks the wildtype human KCNH2 potassium channel; Q12809; U2OS, BacMam KCNH2, thallium flux FluxOr; active compounds read low; activity change, % at 1.84 µM; actives 0.37% (n = 340,000); AID 720551;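 active = maximum activity change below -70%; inconclusive = maximum activity change between -70% and -50%; inactive = maximum activity change above -50%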; also: % is scaled to controls: 0 for no effect and ±100 for the full control effect
Target sequence (Q12809 whole entry, looked up): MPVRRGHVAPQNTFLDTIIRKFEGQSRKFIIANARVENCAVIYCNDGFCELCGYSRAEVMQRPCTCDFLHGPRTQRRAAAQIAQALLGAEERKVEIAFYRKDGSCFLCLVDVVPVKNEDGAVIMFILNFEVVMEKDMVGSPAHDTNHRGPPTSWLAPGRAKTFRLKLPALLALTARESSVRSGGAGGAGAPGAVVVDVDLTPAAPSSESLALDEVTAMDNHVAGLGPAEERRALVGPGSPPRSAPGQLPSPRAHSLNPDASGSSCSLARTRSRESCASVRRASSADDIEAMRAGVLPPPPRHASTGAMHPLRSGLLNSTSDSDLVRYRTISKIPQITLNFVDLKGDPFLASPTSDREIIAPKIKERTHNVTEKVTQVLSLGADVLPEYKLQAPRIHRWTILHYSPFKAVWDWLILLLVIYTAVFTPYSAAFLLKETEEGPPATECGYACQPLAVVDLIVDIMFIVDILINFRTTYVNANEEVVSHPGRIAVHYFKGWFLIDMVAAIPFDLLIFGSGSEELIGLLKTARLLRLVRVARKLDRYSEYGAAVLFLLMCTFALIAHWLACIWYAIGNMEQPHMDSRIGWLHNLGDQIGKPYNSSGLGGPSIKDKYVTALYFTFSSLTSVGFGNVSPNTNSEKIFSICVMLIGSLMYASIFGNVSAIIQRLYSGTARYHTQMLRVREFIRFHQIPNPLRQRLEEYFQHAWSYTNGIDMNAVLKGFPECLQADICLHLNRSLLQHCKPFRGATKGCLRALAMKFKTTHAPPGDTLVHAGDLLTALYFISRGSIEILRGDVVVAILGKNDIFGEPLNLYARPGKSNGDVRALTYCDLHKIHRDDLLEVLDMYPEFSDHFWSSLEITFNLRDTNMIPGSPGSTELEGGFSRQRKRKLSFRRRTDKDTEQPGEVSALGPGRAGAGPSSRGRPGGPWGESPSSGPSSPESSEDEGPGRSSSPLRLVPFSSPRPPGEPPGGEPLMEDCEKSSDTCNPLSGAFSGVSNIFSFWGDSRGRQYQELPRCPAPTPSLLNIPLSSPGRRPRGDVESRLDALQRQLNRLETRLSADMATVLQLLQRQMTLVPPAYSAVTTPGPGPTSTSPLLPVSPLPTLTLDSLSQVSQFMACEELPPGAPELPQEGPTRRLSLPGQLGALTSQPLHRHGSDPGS
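U2OS cells were transduced with wild-type KCNH2 virus (2.03 x 10^8 / mL) for 4 h at room temperature, then cultured overnight at 37 C. Thallium flux was read with FluxOr dye. Rate constants were normalized to DMSO controls.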
TRPV1 ag = agonists of human vanilloid receptor 1 (TRPV1). actives 0.19% (n = 320,000). TRPV1-expressing cells, Fluo-8 calcium influx, agonist mode. activation, % at 8.33 µM. AID 540275; in the data active = activation above about 80%; inconclusive = between about 30% and that limit; also: 0% is about no effect
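TRPV1-expressing cells were cultured overnight at 35.5C and loaded with Fluo-8 calcium dye for 40 to 90 min at room temperature. After a 10 s baseline, compound was added and calcium influx was read kinetically for 3 min (ex 480/em 520 nm).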
Menin-MLL TR inh = inhibitors of human menin-MLL interaction, mutant MLL peptide; actives 0.23% (n = 270,000); Potency, µM (doses to about 61.6 µM), for the others: at the top dose FP activity change, negative = inhibition, most hits filed as inhibitors; Menin + Texas Red MLL mutant peptide, fluorescence polarization; O00255; active = well fitted inhibition curve with a large enough effect in the polarisation, with a control signal flat, not every such curve was filed as active; inconclusive = small, poorly fitted or top-dose-only effect, or effect the other way, or a change in a side signal; inactive = no such curve, though single readings can be large or run the other way; the % refers to the polarisation; also: potency is read from the fitted curve at half-maximal effect; % of control where 0% means no effect; many of its hits are not listed in these tables
Coupling enz = counter-screen for Giardia aldolase inhibitors: coupling enzyme system; coupling enzyme system counterscreen, AmpLite Red fluorescence; AID 2472; actives 0.67% (n = 290,000); activity change, negative = inhibition, % at 58.2 µM, hits read low; in the data active = activity change below about -30%; also: % is scaled to controls: 0 for no effect and ±100 for the full control effect
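Final compound at 57.5 uM, incubated 10 min at RT with coupling enzyme reagent (glyceraldehyde-3-phosphate), then 20 min with substrate and AmpLite Red detection. Fluorescence read at 525/598 nm; tests interference with the coupling assay, not aldolase inhibition.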
Giardia killer = Giardia lamblia killing; activity change, % at 7.66 µM, hits read low; Giardia lamblia trophozoite viability; actives 0.15% (n = 340,000); in the data active = activity change below about -80%; inconclusive = between about -30% and that limit;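 also: parasites exposed to compound for two days anaerobically before the ATP read; % is scaled to controls: 0 for no effect and ±100 for the full control effect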
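Luminescent ATP signal served as the viability read-out, measured 15-30 min after adding ATP detection reagent to trophozoites that had been incubated with compounds for 48 hrs at 37 deg C anaerobically at 100 cells/well.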
B2AR arrestin = agonists driving beta-arrestin recruitment to human beta2-adrenergic receptor; AID 492947; beta-arrestin recruitment to beta2AR, cell-based reporter; actives 0.02% (n = 330,000); P07550; Potency, µM (series often up to 46.1 µM), without a hit: at the top dose activation, actives largely listed as activators;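 also: potency is read from the fitted curve at half-maximal effect; 0% = DMSO controls and full agonism = EC100 isoproterenol or metaproterenol; nearly all actives have a fitted effect of over 65% in size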
KCNH2 3.1 block = KCNH2 3.1 (human) potassium channel inhibition | AID 720553 | activity change, % (tested at about 1.8 µM) | actives 0.95% (n = 340,000) | U2OS KCNH2 3.1, thallium flux FluxOr; active compounds read low;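 active = maximum activity change below -70%; inconclusive = maximum activity change from -70% to -50%; inactive = maximum activity change above -50%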;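 also: thallium influx rate constant from kinetic fluorescence after stimulation buffer; % is scaled to controls: 0 for no effect and ±100 for the full control effect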
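FluxOr-based Tl+ influx in U2OS cells transduced with KCNH2 3.1 virus; rate constants normalized to DMSO controls.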
PKM2 activator = increases activity of human pyruvate kinase M2. P14618. purified PKM2, Kinase-Glo ATP luminescence, activation; response scale: 0% is enzyme alone, no compound. Potency, µM (doses to about 57.5 µM), for inactives: at the top dose activation, most hits filed as activators. actives 0.34% (n = 260,000); also: potency is read from the fitted curve at half-maximal effect; % is scaled to controls: 0 for no effect and ±100 for the full control effect; nearly all actives have a fitted effect of over 55% in size
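Purified hPK-M2 (>95% pure) converted ADP (0.1 mM final) to ATP with 0.5 mM PEP in 50 mM imidazole pH7.2, KCl, MgCl2, Tween 20, BSA; 1 h at room temperature. ATP detected by Kinase-Glo luminescence.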
GALK inh = galactokinase (human) inhibition; Purified GALK, Kinase-Glo residual ATP luminescence; actives 0.007% (n = 270,000); P51570; Potency, µM (titrated, usually from 57.5 µM), for the others: at the highest dose activity change, negative = inhibition, most hits filed as inhibitors; also: potency is read from the fitted curve at half-maximal effect; % is scaled to controls: 0 for no effect and ±100 for the full control effect
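Kinase-Glo Plus luminescence measured ATP left after a 1 h room-temperature reaction. The reaction used 5 nM GALK, 100 uM galactose and 35 uM ATP at pH 8.0 (20 mM HEPES, 5 mM MgCl2, 60 mM NaCl, 1 mM DTT, 0.01% BSA).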
USP2a block = blocks human ubiquitin-specific protease USP2a; actives 0.01% (n = 330,000); O75604; USP2 core, Ub-CHOP2 coupled fluorogenic reporter, 485/531; Potency, µM (titrated, usually from 38.3 µM), inactives show at the highest dose activity change, negative = inhibition, hits mostly inhibitors; AID 463254;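 also: potency is read from the fitted curve at half-maximal effect; plate controls were DMSO wells for no effect and full inhibition by NEM control for full effect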
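USP2 core (10nM final) preincubated 30min RT with compound in 20mM Tris-HCl pH 8.0, 2mM CaCl2, 2mM beta-mercaptoethanol, 0.05% CHAPS; 25nM Ub-CHOP2 plus 25nM reporter substrate added, fluorescence (Ex485/Em531) read after 60min.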
MLL CXXC-DNA inh = MLL CXXC-DNA interaction inhibition. MLL-CXXC / FITC-HOXA9 DNA fluorescence polarization. actives 0.037% (n = 290,000). Potency, µM (highest dose often 115 µM), without a hit: at the highest dose activity change, negative = inhibition, hits mostly inhibitors. AID 2662. Q03164; active = well fitted inhibition curve with a large enough effect in the polarisation, with a control signal flat, not every such curve was filed as active; inconclusive = small, poorly fitted or top-dose-only effect, or effect the other way, or a change in a side signal; inactive = no such curve, though single readings can be large or run the other way; the % refers to the polarisation; also: potency is read from the fitted curve at half-maximal effect
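Steps: dispense CXXC domain solution (7 uM) → pin compounds or unlabeled HOX-A9 DNA control → 5 min ambient → add FLSN-HOX-A9 solution (50 nM) → spin → 30 min ambient → fluorescence polarization. Tris pH 7.5/NaCl/DTT/BSA buffer.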
Numbers without * were called inactive; ? = inconclusive; · = not tested or not shown; & = joins results of further samples; [ ] = dose if it differs, or a comment. Unless noted, calls follow the shape of the dose curve; as a rule, active = well fitted curve in the direction sought with a large enough effect; inconclusive = small, poorly fitted or top-dose-only effect, or another doubt; inactive = no such curve, though single readings can be large; an effect the other way counts as inactive or inconclusive. These rows are one share of the data; the hit share may differ from the screen's.

SMILES	KCNH2 WT inh	TRPV1 ag	Menin-MLL TR inh	Coupling enz	Giardia killer	B2AR arrestin	KCNH2 3.1 block	PKM2 activator	GALK inh	USP2a block	MLL CXXC-DNA inh
Cc1ccc(NC(=O)N2CCCCC2)cc1[N+](=O)[O-]	0	?	7%	-1	6	-0.8%	-7	0%	1%	1%	-5%
CNc1nc(N/N=C/c2cc3c(cc2[N+](=O)[O-])OCO3)nc(Nc2ccccc2)n1	·	0	?	1	-5	-0.2%	-23	7%	-1%	4%	9%
OCCN=C1CCCc2c1[nH]c1ccc(Cl)cc21	-9	17	·	3	14	-1.0%	-6	-3%	3%	-1%	-3%
CCOc1ccc(Nc2ncnc3c2nnn3Cc2ccccc2)cc1	-5	-1	24%	0	-12	0.2%	-22	1%	-5%	0%	21%
CSCCC(NC(=O)COc1ccccc1)C(=O)NCCOc1ccccc1 (stereo not given)	-1	1	·	·	18	0.5%	3	·	·	1%	·
CC(C)CCN1CCN(Cc2ccc(N3CCNC3=O)cc2)CC1CCO (stereo not given)	10	-1	-15%	1	-12	-0.3%	5	-2%	3%	-5%	0%
O=c1cc(-c2ccc(Cl)cc2)oc(=O)[nH]1	-1	-1	·	1	0	-0.1%	-19	1%	-1%	5%	3%
Cc1ccccc1NC(=O)c1ccno1	2	-2	-15%	1	-23	0.2%	-9	·	-1%	0%	59%[activator]
O=c1c2ccccc2n(Cc2ccc(F)cc2)c(=O)n1C1CCCC1	7	9	-5%	-1	0	-0.3%	6	-1%	0%	4%	6%
O=C(CCc1ccccc1)Nc1ccc(N2CCOCC2)cc1	-5	12	-1%	0	-16	0.3%	6	-3%	5%	-2%	0%
COC(=O)C(C)n1cnc2c(nnn2-c2ccccc2)c1=O (stereo not given)	6	0	4%	-1	-1	0.0%	12	-1%	·	1%	·
COc1cc(-c2nnc(NC(=O)c3ccc(S(=O)(=O)N4CCOCC4)cc3)o2)cc(OC)c1OC	·	1	17%	-2	·	0.3%	·	1%	6%	-2%	5%
CCCCCCCCSc1nnc2[nH]c(=O)cc(N)n12	2	7	2%	5	14	0.2%	-1	0%	-2%	7%	-6%
CCSc1ccc2c(c1)N(CCCN1CCN(C)CC1)c1ccccc1S2	32	18	-27%[24.8 µM]	0	-5	0.0%	-73*	·	·	2%	-6%[51.4 µM]
CCn1c(SCC(=O)OCC(=O)N2c3ccccc3NC(=O)C2(C)C)nnc1-c1ccco1	21	0	-13%	2	-3	0.1%	-3	0%	2%	3%	5%
CCOc1ccc(NC(=O)Cn2nc(C(N)=O)c3ccccc3c2=O)cc1S(=O)(=O)N1CCCC1	0	-3	·	·	-16	-0.8%	19	·	·	-5%	·
COc1ccc(-c2oc3ccccc3c2C(=O)OCc2ccccc2OC)cc1	-3	-1	?	-2	-11	-5.8%	-17	-1%	·	1%	13%
COc1ccc(NC(=O)Nc2ccc3c(c2)CCC3)c(OC)c1	-6	-6	?	1	5	-0.3%	14	0%	9%	0%	10%
Cc1c(S(=O)(=O)N2CCc3ccccc3C2)c(=O)n(C)c(=O)n1C	4	-3	-2%	-1	18	0.0%	-13	4%	3%	0%	-5%
COc1cc(OC)cc(C(=O)NC(=S)Nc2nnn(C)n2)c1	-5	4	·	-7	1	0.3%	1	1%	-2%	8%	11%
Cc1cc(C(=O)NNC(=S)NC(=O)/C=C/c2ccccc2Cl)n[nH]1	3	-2	?	-1	6	-1.5%	7	-15%	0%	-17%	-18%
N#Cc1ccccc1NC(=O)CSc1nnc(-c2ccc(F)cc2)n1-c1ccccc1	-4	-2	-6%	0	4	-0.8%	-12	16%	4%	1%	-7%
CCc1ccc(NC(=O)CSc2ccccn2)cc1	-4	?	1%	0	0	0.2%	-44	0%	0%	4%	-7%
Cc1noc(C)c1CSCC(=O)N(C)CC(=O)Nc1ccc(Cl)cc1	-26	1	·	·	-24	0.5%	14	2%	6%	1%	13%
CCN1CCN(S(=O)(=O)c2ccc(Cl)c(C(=O)N(C)Cc3ccc(F)cc3)c2)CC1	7	1	·	·	-2	-0.1%	-7	·	·	2%	·
CC(C)(C)Nc1c([N+](=O)[O-])c(=O)sc2ccccc12	-2	-1	?	1	2	0.0%	15	-2%	-1%	0%	-21%
O=c1[nH]c2cc3c(cc2cc1C(c1nnnn1C1CCCC1)N1CCCc2ccccc21)OCCO3 (stereo not given)	2	7	0%	-2	-18	0.0%	-7	-4%	-7%	3%	-4%
CCOC(=O)CS(=O)(=O)c1ccc(C(F)(F)F)cn1	11	6	4%	-2	-4	-0.4%	16	3%	-2%	0%	3%
COc1ccc2[nH]c3c(NCc4ccco4)ncnc3c2c1	0	-6	13%	2	-3&10	0.5%	3	-1%	3%	3%	?
Cc1ccc(OCc2cc(C(=O)N(C)CCc3ccccc3)no2)cc1C	4	?	·	·	5	0.2%	5	-2%	3%	-3%	29%

For reference, some entries already given.
SMILES	KCNH2 WT inh	TRPV1 ag	Menin-MLL TR inh	Coupling enz	Giardia killer	B2AR arrestin	KCNH2 3.1 block	PKM2 activator	GALK inh	USP2a block	MLL CXXC-DNA inh
CCc1ccc(NC(=O)CSc2ccccn2)cc1	-4	?	1%	0	0	0.2%	-44	0%	0%	4%	-7%
Cc1noc(C)c1CSCC(=O)N(C)CC(=O)Nc1ccc(Cl)cc1	-26	1	·	·	-24	0.5%	14	2%	6%	1%	13%
CCN1CCN(S(=O)(=O)c2ccc(Cl)c(C(=O)N(C)Cc3ccc(F)cc3)c2)CC1	7	1	·	·	-2	-0.1%	-7	·	·	2%	·
CC(C)(C)Nc1c([N+](=O)[O-])c(=O)sc2ccccc12	-2	-1	?	1	2	0.0%	15	-2%	-1%	0%	-21%
O=c1[nH]c2cc3c(cc2cc1C(c1nnnn1C1CCCC1)N1CCCc2ccccc21)OCCO3 (stereo not given)	2	7	0%	-2	-18	0.0%	-7	-4%	-7%	3%	-4%
CCOC(=O)CS(=O)(=O)c1ccc(C(F)(F)F)cn1	11	6	4%	-2	-4	-0.4%	16	3%	-2%	0%	3%
COc1ccc2[nH]c3c(NCc4ccco4)ncnc3c2c1	0	-6	13%	2	-3&10	0.5%	3	-1%	3%	3%	?
Cc1ccc(OCc2cc(C(=O)N(C)CCc3ccccc3)no2)cc1C	4	?	·	·	5	0.2%	5	-2%	3%	-3%	29%

Next structures:
SMILES	KCNH2 WT inh	TRPV1 ag	Menin-MLL TR inh	Coupling enz	Giardia killer	B2AR arrestin	KCNH2 3.1 block	PKM2 activator	GALK inh	USP2a block	MLL CXXC-DNA inh
Cc1ccccc1-c1nc(S(=O)(=O)c2ccccc2)c(N2CCCC2)o1	2	·	·	·	19	-0.8%	-20	·	·	4%	·
C/C(=N\NC(=O)c1cc(C(C)C)[nH]n1)c1ccco1	8	5	-1%	0	-6	0.3%	-3	-34%	-2%	2%	10%
O=C(COC(=O)CC1c2ccccc2CCN1S(=O)(=O)c1ccc(F)cc1)Nc1ccccc1 (stereo not given)	23	14	6%	-2	5	-0.1%	9	2%	0%	2%	3%
COc1ccc2c(c1OC)C(=O)N(c1cccc(/C=C/C(=O)O)c1)C2	-8	0	-9%	8	0	0.0%	-4	·	3%	0%	?
CCc1nnc(NC(=O)c2ccc3c(=O)n4c(nc3c2)CCCCC4)s1	6	3	·	13	7	-1.0%	-26	-2%	-4%	0%	-25%
CC(C)(C)NS(=O)(=O)c1ccc(CCC(=O)N2CCOCC2)cc1	6	-2	2%	-1	-5	0.0%	19	1%	1%	1%	-2%
CCOC(=O)CSC1=C(C#N)C(C)C2=C(CCCC2=O)N1 (stereo not given)	20	·	·	-19	-9	-0.4%	-4	28%	-1%	3%	2%
CCCc1nc2sc3c(c2c(=O)n1NC(=O)CCC(=O)O)CCCC3	-5	2	14%	5	-11	-0.1%	5	-1%	0%	-1%	-4%
COc1cc(SC)ccc1C(=O)Nc1cccc(C)n1	-2	7	2%	-7	-21	0.0%	16	1%	1%	-1%	-2%
COc1ccc(-c2nn(-c3ccccc3)cc2/C=N/n2cnnc2)cc1OC	-5	-15	?	-1	-16	-0.2%	7	6%	-1%	2%	-2%
CCOc1ccc(-c2csc(N)c2C(=O)OC)cc1	0	15	3%	-15	8	-0.1%	18	-10%	-1%	-1%	10%

High-throughput results from PubChem.
